AGP1-GFP MLPCN: yeast TOR pathway AGP1-GFP modulation; S. cerevisiae AGP1-GFP multiplex flow cytometry, 3 h; GFP as percent of DMSO wells; GFP response vs DMSO, % at 10 µM; hit rate 0.02% among 320,000;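 active means GFP response relative to DMSO above a set limit, near screen average plus 3 SD, cut at about 150% in these data; inconclusive means fewer than 70 cells counted for the yeast strain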;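 further: median GFP channel fluorescence of the gated AGP1 strain per well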
RPL19A TOR yeast: alters RPL19A-GFP fluorescence in TOR pathway yeast screen. S. cerevisiae RPL19A-GFP strain, flow cytometry, 3 h; active compounds read low. percent response vs DMSO, % at 10 µM. hit rate 0.3% among 330,000;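 active means percent response vs DMSO below 50%; inconclusive means fewer than 70 events counted for the yeast strain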;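 further: median channel GFP fluorescence of the barcoded RPL19A-GFP strain; ratio of sample median GFP to plate DMSO average so 100% = DMSO; lower means less RPL19A-GFP as with rapamycin TOR inhibition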
GASC-1 inh: inhibitors of human GASC-1 (JMJD2C) demethylase. Q9H3R0. GST-JMJD2C(1-420) H3K9me3 demethylation, DELFIA europium. inhibition, % at 2.35 µM. hit rate 0.069% among 330,000. AID 2099;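 active means more than half of a compound's replicate wells show inhibition beyond 50%, single wells judged on their own value; inconclusive means some, but no more than half, of replicates pass 50% inhibition; inactive means no replicate passes 50% inhibition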;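 further: signal counts dimethyl H3K9 product captured on neutravidin plate; 0% = median of DMSO wells and 100% = 0.3 times that DMSO median; strong numbers were not always called active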
Target sequence (Q9H3R0 1-420 limits assumed): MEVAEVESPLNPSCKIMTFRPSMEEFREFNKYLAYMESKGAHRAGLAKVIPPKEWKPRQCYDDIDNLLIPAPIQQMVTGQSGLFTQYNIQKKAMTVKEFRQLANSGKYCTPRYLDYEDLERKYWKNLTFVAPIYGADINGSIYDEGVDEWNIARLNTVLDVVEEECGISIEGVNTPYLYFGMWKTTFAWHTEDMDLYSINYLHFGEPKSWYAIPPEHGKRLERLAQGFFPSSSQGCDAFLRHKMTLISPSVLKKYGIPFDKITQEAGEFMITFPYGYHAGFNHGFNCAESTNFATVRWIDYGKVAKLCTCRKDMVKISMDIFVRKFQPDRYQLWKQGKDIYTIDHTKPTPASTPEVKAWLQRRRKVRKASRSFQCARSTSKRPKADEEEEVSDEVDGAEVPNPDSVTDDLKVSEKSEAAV
MEP2 TOR yeast: yeast TOR pathway MEP2-GFP modulation | S. cerevisiae MEP2-GFP strain, flow cytometry GFP, 3 h; 100% = DMSO control level | GFP response vs DMSO, % at 10 µM | hit rate 0.51% among 330,000;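 active means GFP response versus DMSO above a set limit, roughly screen mean plus 3 SD, cut at about 180% in these data; inconclusive means fewer than 70 cells counted for a yeast strain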;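 further: median GFP fluorescence of the barcode-gated MEP2-GFP cells per well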
LAP4-GFP MLPCN: alters LAP4-GFP fluorescence in TOR pathway yeast screen; S. cerevisiae LAP4-GFP multiplex, flow cytometry GFP, 3 h; median GFP as percent of DMSO wells; GFP response vs DMSO, % at 10 µM; hit rate 0.34% among 320,000;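 active means GFP response vs DMSO above a set limit, about the screen mean plus 3 SD, cut at about 150% in these data; inconclusive means under 70 cell events counted for the yeast strain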
CIT2 TOR yeast: yeast TOR pathway CIT2-GFP modulation; GFP response vs DMSO, % at 10 µM; S. cerevisiae CIT2-GFP strain, flow cytometry, 3 h; 100 means same as DMSO wells; hit rate 0.065% among 320,000; AID 2029;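 active means GFP response relative to DMSO above a set limit, near the screen mean plus 3 SD, cut at about 150% in these data; inconclusive means Fewer than 70 cells measured for a yeast strain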;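 further: ratio of well median GFP fluorescence to mean of DMSO wells on the plate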
VLA-4 inh: inhibition in a human VLA-4 binding assay. VLA-4 expressing cells, ligand binding flow cytometry. inhibition, % (about 7 µM as worked out from the volumes in the protocol). hit rate 0.2% among 330,000; in the data active means inhibition above about 50%
GRK2 inh: inhibitors of human GRK2 displacing RNA aptamer. inhibition of aptamer binding, % at 10 µM. hit rate 0.59% among 330,000. bead flow cytometry, FAM-aptamer displacement from GRK2. P25098;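 active means inhibition of aptamer binding above 40%, roughly 3 SD of noise, on plates passing a quality check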;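 further: median bead fluorescence of bound FAM aptamer so fluorescent compounds give negative values; no value below 0 was filed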
Target sequence (P25098 whole entry, looked up): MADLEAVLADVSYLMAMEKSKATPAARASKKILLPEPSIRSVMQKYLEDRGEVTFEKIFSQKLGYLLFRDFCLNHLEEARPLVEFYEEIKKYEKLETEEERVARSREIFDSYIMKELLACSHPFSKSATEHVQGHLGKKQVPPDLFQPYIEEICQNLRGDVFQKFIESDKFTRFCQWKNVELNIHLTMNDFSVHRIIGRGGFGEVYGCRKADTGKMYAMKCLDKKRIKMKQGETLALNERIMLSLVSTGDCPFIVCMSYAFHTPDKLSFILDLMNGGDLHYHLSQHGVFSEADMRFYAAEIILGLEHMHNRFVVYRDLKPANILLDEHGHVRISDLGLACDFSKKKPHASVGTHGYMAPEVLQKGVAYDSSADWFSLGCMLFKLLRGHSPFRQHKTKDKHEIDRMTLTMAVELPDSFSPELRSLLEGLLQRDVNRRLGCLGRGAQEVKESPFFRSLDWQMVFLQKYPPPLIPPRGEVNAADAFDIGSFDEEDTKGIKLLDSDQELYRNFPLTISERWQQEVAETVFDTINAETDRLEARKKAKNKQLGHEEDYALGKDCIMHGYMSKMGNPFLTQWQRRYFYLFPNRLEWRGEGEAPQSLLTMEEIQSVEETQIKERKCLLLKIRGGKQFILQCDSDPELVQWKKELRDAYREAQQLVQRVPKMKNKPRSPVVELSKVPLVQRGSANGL
An asterisk follows results filed as active; i = inactive; ? = inconclusive; . = no result given; [ ] = dose if it differs, or a comment.

SMILES | AGP1-GFP MLPCN | RPL19A TOR yeast | GASC-1 inh | MEP2 TOR yeast | LAP4-GFP MLPCN | CIT2 TOR yeast | VLA-4 inh | GRK2 inh
CC(=O)N1CCN(CC(=O)Nc2c(Cl)cccc2Cl)CC1 | 102 | 100 | 7 | 109 | 106 | 94 | 11 | 1
COc1cc(/C=C2/C(=O)CNC2=O)ccc1O | 107 | 111 | -8 | 115 | 69 | 115 | 2 | 1
COc1ccc(C(=O)NCC(=O)OCC(=O)NC2CCCCCC2)cc1OC | 103 | 100 | 0 | 106 | 101 | 98 | 36 | 0
Cc1ccc(S(=O)(=O)CCC(=O)OCc2nc(N)nc(Nc3ccccc3C)n2)cc1 | 110 | 101 | 8 | 103 | 98 | 101 | -4 | 5
Cc1cc(C(=O)CSc2nnc(-c3cccs3)o2)c(C)n1-c1ccccc1 | 86 | 90 | 8 | 92 | 98 | 88 | -7 | 0
N#Cc1cc2c(nc1SCC(=O)N1CCCCC1)CCCCC2 | 101 | 98 | -11 | 97 | 92 | . | 10 | 19
Cc1cc(C)n2nc(SCC(=O)NC(=O)c3ccccc3Cl)nc2n1 | 104 | 107 | 10 | 111 | 106 | 103 | 13 | 12
CCc1nc(C)cn1S(=O)(=O)c1cc(C)c(OC)c(C)c1C | 112 | . | 9 | 105 | 108 | 109 | 3 | 0
COc1ccc(C(CC(=O)O)NC(=O)c2cc3cc(Br)ccc3oc2=O)cc1OC (stereo not drawn) | 104 | 97 | -1 | 102 | 94 | 104 | 1 | 0
Cc1ccc(C)c(N2N=C(C(=O)Nc3nccs3)CCC2=O)c1 | 106 | 105 | 2 | 112 | 98 | 110 | 5 | 2
COc1ccc(S(=O)(=O)NCC(c2cccnc2)N2CCN(Cc3ccccc3)CC2)cc1C (stereo not drawn) | 100 | 104 | 1 | 91 | 88 | 104 | -2 | 0
CS(=O)(=O)Nc1ccc(C2=NN(C(=O)c3ccco3)C(c3ccco3)C2)cc1 (stereo not drawn) | 92 | 105 | 8 | 97 | 66 | 98 | 8 | 1
CC(=O)Oc1ccc2c(=O)c(/C=N/c3cc(=O)[nH]c(=S)[nH]3)coc2c1 | 28[may fluoresce violet] | 46*[may fluoresce violet] | 5 | 903*[may fluoresce violet] | 106[may fluoresce violet] | ? | 0 | 8
CCC(CC)C(=O)N1CCN(Cc2ccc3c(c2)OCO3)CC1 | 108 | 112 | -4 | 103 | 102 | 108 | 8 | 1
CC1=CC2(O)OCCN(CCO)C2=CC1=O (stereo not drawn) | 100 | 102 | 6 | 102 | 93 | 103 | 8 | 2
CCOc1ccccc1NC(=O)COC(=O)CSc1ccc(Cl)cc1 | 101 | 99 | 2 | 103 | 99 | 99 | 20 | 1
Cc1ccc2c(c1)OC(=O)CC2c1ccccc1 (stereo not drawn) | 98 | 102 | 2 | 103 | 110 | 101 | -11 | 0
COc1cccc2cc(S(=O)(=O)c3ccc(C)cc3)/c(=N/NS(=O)(=O)c3ccc(C)cc3)oc12 | 103 | 97 | -18 | 98 | 98 | 105 | 1 | 0
CCCC(=O)N(Cc1cc2cccc(C)c2[nH]c1=O)c1ccccc1OC | 91 | 92 | 9 | 97 | 95 | 88 | 8 | 3
Cc1ccc(NC(=O)COC(=O)COc2ccc(Cl)cc2)c([N+](=O)[O-])c1 | 105 | 109 | 5 | 110 | 94 | 99 | 22 | 0
Cc1nonc1NC(=O)c1ccccc1Br | 96 | 98 | -2 | 100 | 96 | 98 | 20 | 0
CN1CCCN(C(=O)c2c(F)cccc2Cl)CC1 | 98 | 105 | -2 | 108 | 102 | 106 | 17 | 3
CCOC(=O)C1=C(O)CCn2c1nc1ccccc12 | 97 | 95 | 1 | 98 | 98 | 93 | 1 | 0
Cc1ccc(/C=N/n2c(C)nnc2C)cc1 | 87 | 87 | -1 | 85 | 88 | 85 | -1 | 8
COc1ccc(S(=O)(=O)NCCc2c[nH]c3ccc(C)cc23)cc1 | 100 | 101 | 5 | 105 | 97 | 105 | -6 | 0
c1ccc(N2CCN(c3nc4cc5c(cc4s3)OCCO5)CC2)cc1 | 98 | 98 | -10 | 84 | 96 | 96 | 22 | 2
COc1ccc(C(=O)OCC(=O)NCc2cccs2)c(OC)c1OC | 93 | 98 | -3 | 100 | 96 | 94 | -3 | 0
Cc1ccc2cc(C#N)c(N3CCCN(C(=O)c4cnccn4)CC3)nc2c1 | 102 | 105 | -24 | 104 | 94 | 102 | 3 | 2
CCOC(=O)C1CCN(C(=O)COc2ccc(C(=O)c3ccccc3)cc2)CC1 | 98 | 101 | 8 | 98 | 96 | 112 | 7 | 1
Cc1ccc(C(=O)NCCCn2ccnc2)o1 | 94 | 92 | 18 | 118 | 91 | 81 | 17 | 3
COCCNc1nc2nonc2nc1N1C[C@H]2CC[C@H]1C2 | 101 | 93 | 20 | 93 | 102 | 92 | 7 | 2
CCc1ccc(C(=O)N2CCN(c3ccc(NC(=O)c4cccnc4)cc3)CC2)cc1 | 96 | 103 | -7 | 101 | 103 | 93 | 29 | 0
O=Cc1c(Cl)cccc1Cl | 98 | 98 | 13 | 97 | 106 | 86 | 15 | 0
Cc1cc(NC(=O)CN2CCC(O)(c3cccc(F)c3)CC2)no1 | 105 | 106 | 2 | 103 | 101 | 104 | -2 | 2
CC(Cc1cccs1)NC(=O)c1cccc(Cl)c1 (stereo not drawn) | 97 | 103 | -1 | 98 | 93 | 99 | 7 | 3
CC(C)c1nnc(NC(=O)C2CC(=O)N(CCc3ccc(F)cc3)C2)s1 (stereo not drawn) | 99 | 103 | -2 | 100 | 100 | 99 | 3 | 0
CCc1ccc(-c2cc3c(=O)n(CC(=O)N4CCCC4)nc(C)n3n2)cc1 | 106 | 102 | 4 | 96 | 100 | 98 | -72 | 0
CN1CCN(C(=O)N(c2ccccc2)c2ccccc2)CC1 | 103 | 99 | -1 | 99 | 107 | 103 | 6 | 1
Cn1c(=O)c2c(nc(SCc3ccccc3F)n2C)n(C)c1=O | 98 | 104 | i | 103 | 92 | 98 | 4 | 5
COc1cc(C(=O)OCc2ccc(C)cc2)cc(NC(=O)c2cccs2)c1OC | 107 | 107 | -6 | 105 | 99 | 106 | 14 | 3
CCCc1cc(NC(=O)COC(=O)c2ccc(O)cc2O)n(-c2ccccc2)n1 | 103 | 99 | 2 | 110 | 114 | 106 | 10 | 0
COC(=O)c1ccccc1NC(=O)c1cn(-c2ccc(C)c(C)c2)c(=O)c2ccccc12 | 92 | 94 | ? | 97 | 101 | 87 | -43 | 0
COc1cccc(-n2nc3c(-n4ncc(C#N)c4N)nnc(C)c3c2C)c1 | 104 | 101 | 4 | 105 | 93 | 91 | 26 | 1
Cc1ccc(C(C)C)cc1OCCCCN1CCCC1 | 111 | 100 | 20 | 105 | 98 | 103 | 9 | 3
CCCC(c1nnnn1C1CCCCC1)N1CCN(C(=O)c2ccco2)CC1 (stereo not drawn) | 105 | 99 | 6 | 107 | 97 | 103 | -1 | 1
CC(Oc1ccc(Br)cc1Br)C(=O)Nc1cccnc1 (stereo not drawn) | 80 | 103 | 4 | 100 | 82 | 98 | 4 | 0
CC1CCN(c2nc3c(c(=O)[nH]c(=O)n3C)n2CC(C)CSc2nnnn2-c2ccccc2)CC1 (stereo not drawn) | 100 | 102 | -1 | 102 | 96 | 104 | 3 | 0
O=C(NCCN1C(=O)S/C(=C/c2cccnc2)C1=O)c1cccs1 | 107 | 99 | 0 | 102 | 105 | 103 | 34 | 0
CC(=O)Nc1cccc(/C(C)=N/N2C(C)CCCC2C)c1 (stereo not drawn) | 97 | 104 | -5 | 112 | 97 | 104 | 21 | 1
O=C(CSc1nnc(SCc2ccc(Cl)cc2)s1)c1ccc2c(c1)OCO2 | 94 | 99 | -44 | 96 | 93 | 91 | 5 | 0
CN(C)CCCN(C(=O)c1ccco1)c1nc2ccc(F)cc2s1 | 100 | 100 | 3 | 107 | 98 | 100 | 14 | 0
Fc1ccc(N2CCN(c3nc(CN4CCOCC4)nc4scc(-c5ccccc5)c34)CC2)cc1 | 99 | 105 | 3 | 99 | 93 | 94 | 10 | 4
Cn1nc(-c2ccccc2)c(/C=N/O)c1Cl | 19[may fluoresce violet] | 82[may fluoresce violet] | 6 | 92[may fluoresce violet] | 83[may fluoresce violet] | ? | 11 | 0
CC(C)(C)NC(=O)c1cccc(NC(=O)c2ccco2)c1 | 101 | 100 | 0 | 103 | 97 | 102 | 12 | 6
N#C/C(=C\c1cc2ccccc2nc1N1CCOCC1)C(=O)Nc1ccc(N2CCOCC2)cc1 | 93 | 97 | -5 | 94 | 98 | 105 | 1 | 0
Cc1nc(NCc2ccco2)[nH]c(=O)c1CCC(C)C | 97 | 96 | -5 | 94 | 85 | 99 | 0 | 0
COc1cccc(NC(=O)c2cnc(SCC(=O)NCc3ccc4c(c3)OCO4)n(C)c2=O)c1 | 95 | 94 | -31 | 94 | 100 | 96 | 0 | 1
Nc1cc(Cl)ccc1Nc1ccncc1 | 89 | 94 | 3 | 85 | 73 | 85 | -9 | 1
O=C(NC(=S)Nc1ccc2c(c1)OCCO2)c1ccccc1F | 112 | 97 | 7 | 97 | 110 | 101 | -15 | 0
CC(OC(=O)c1ccc2ccccc2n1)C(=O)Nc1ccc(N2CCOCC2)cc1 (stereo not drawn) | 104 | 103 | 4 | 103 | 102 | 101 | 6 | 1
(further entries)
SMILES | AGP1-GFP MLPCN | RPL19A TOR yeast | GASC-1 inh | MEP2 TOR yeast | LAP4-GFP MLPCN | CIT2 TOR yeast | VLA-4 inh | GRK2 inh
O=C(Cc1cc(=O)oc2cc(O)ccc12)NCC1CCC(C(=O)O)CC1 (stereo not drawn) | 95 | 92 | -4 | 99 | 93 | 87 | 17 | 0
Cc1ccccc1OCC(=O)NNC(=O)C1CCN(c2ncnc3sc(C)c(C)c23)CC1 | 99 | 93 | 8 | 95 | 96 | 92 | -3 | 0
O=C(O)c1ccc2c(c1)C(=O)N(c1cc([N+](=O)[O-])ccn1)C2=O | 108 | 95 | -12 | 96 | 117 | 111 | 4 | 2
Cc1cccc(NCC(=O)N/N=C/c2cccc(Br)c2)c1 | 104 | 97 | 1 | 104 | 109 | 100 | 15 | 0
Cc1nc2cc(C(=O)OCC(=O)Nc3cccc(Cl)c3)ccc2n1-c1ccccc1 | 96 | 101 | -1 | 110 | 94 | 100 | 33 | 1
O=C(O)c1ccc(SCc2cnc(Cl)s2)cc1 | 123 | 111 | 4 | 140 | 179* | 82 | -2 | 0
Cn1ccnc1SC(=O)N1c2ccccc2Sc2ccccc21 | 100 | 97 | 2 | 104 | 103 | 102 | 34 | 2
O=C(NCCO)C(=O)NCC1OCCCN1S(=O)(=O)c1cccs1 (stereo not drawn) | 103 | 110 | 8 | 102 | 96 | 105 | 6 | 0
NS(=O)(=O)c1ccc(CCNc2ncnc3c2c(-c2ccccc2)cn3-c2ccc(F)cc2)cc1 | 101 | 90 | -1 | 107 | 98 | 100 | 0 | 1
C[C@H](CO)N1C[C@H](C)[C@@H](CN(C)C(=O)Nc2ccc(C(F)(F)F)cc2)Oc2c(NS(=O)(=O)c3ccc(F)cc3)cccc2C1=O | 92 | 95 | . | 94 | 96 | 83 | 32 | 5
CCCS(=O)(=O)N1CCN(CC2CC3C=CC2C3)CC1 (stereo not drawn) | 107 | 100 | . | 97 | 97 | 109 | -4 | 10

Compound activity: PubChem, several laboratories
